Compound activity deposited in PubChem BioAssay by several laboratories.
HPDE-C7 cytotoxicity – cytotoxicity in HPDE-C7 cells, cell-based, fluorescence, HTS (AID 430) | HPDE-C7 pancreatic duct cells viability, fluorescence; higher % means a stronger effect | cytotoxicity, % at 10 µM; hits with a dose series show EC50 in µM | 63,000 compounds, 1.8% hits;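 further: cells exposed to compound for 48 hours before viability readout; 0% = vehicle and 100% = reference cytotoxic drug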
HT1080 cytotoxicity – cytotoxicity in HT1080 fibrosarcoma cells, cell-based, fluorescence readout (AID 620); HT1080 viability, fluorescence; higher % means a stronger effect; cytotoxicity, % at 10 µM, or EC50 in µM where a hit was titrated; 87,000 compounds, 0.42% hits;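 further: cells exposed to compound overnight then 4 h with Alamar Blue; 0% = vehicle DMSO and 100% = killing control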
TNAP inhibition – human TNAP enzyme inhibitors, biochemical, luminescent (AID 518) | 64,000 compounds, 0.09% hits | Alkaline phosphatase, tissue-nonspecific isozyme (Homo sapiens) | purified TNAP enzyme, luminescent substrate readout; higher % means a stronger effect | one-dose inhibition, % at 20 µM; IC50 in µM for titrated hits; in the data active means a potency from the dose series; inactive means the rest, 99 in 100 with inhibition below about 22%;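 further: plate controls were vehicle for no effect and reference inhibitor for full effect; many of its hits are not listed in these tables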
Bfl-1 inhibitors – Bfl-1 inhibitors, primary screen, biochemical, fluorescence polarization, FITC-Bid, mouse (AID 432). 64,000 compounds, 0.02% hits. FITC-Bid BH3 peptide fluorescence polarization displacement; higher % means a stronger effect. one-dose displacement, % at 20 µM; IC50 in µM for titrated hits; in the data active means a potency from the dose series; inactive means the rest, 99 in 100 with displacement below about 15%; further: strong numbers were not always called active
HPDE-C7K KRASV12 – cytotoxicity in KRAS-transformed pancreatic duct cells, primary screen, cell-based, fluorescence, HTS (AID 431); one-dose cytotoxicity, % at 10 µM; EC50 in µM for titrated hits; 63,000 compounds, 1.7% hits; HPDE-C7K KRASV12 cells, Alamar Blue viability, 48 h; higher % means a stronger effect;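 active means compounds whose percent cytotoxicity in the single-dose primary screen, scaled between solvent and toxic-drug controls, exceeds 50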;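 further: 0% = DMSO solvent wells and 100% = doxorubicin-treated wells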
Spn MK inh – S. pneumoniae MK inhibitors, primary screen, biochemical, PK/LDH-coupled NADH absorbance; AID 555, 2006; inhibition, % at 10 µM; mevalonate kinase [Streptococcus pneumoniae D39]; purified MK, PK/LDH-coupled NADH absorbance 340 nm; 65,000 compounds, 0.48% hits;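 active means ranked among the strongest by inhibition in the single 10 µM screen, a fixed top-ranked set picked for dose follow-up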; further: no value below 0 was filed
Spn DPM-DC inh – S. pneumoniae DPM-DC inhibitors, primary screen, biochemical, PK/LDH-coupled NADH fluorescence. calls only at 10 µM. AID 556, 2006. diphosphomevalonate decarboxylase (Streptococcus pneumoniae D39). 65,000 compounds, 0.49% hits. purified DPM-DC;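 active means the 320 compounds with the highest percent inhibition in the single-dose primary screen, excluding strongly autofluorescent ones, cut at about 32% in these data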;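 further: kinetic rate of NADH fluorescence loss reporting ADP formed by the decarboxylase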
Spn PMK inh – S. pneumoniae PMK inhibitors, primary screen, biochemical, mevalonate pathway, pilot trial included; phosphomevalonate kinase (Streptococcus pneumoniae D39); purified PMK, PK/LDH-coupled NADH absorbance 340 nm; inhibition, % at 10 µM; 65,000 compounds, 0.49% hits; AID 539, 2006;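 active means top-ranked compounds by inhibition in the single 10 µM screen, taking a fixed number of the strongest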;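 further: 0% = full reaction with DMSO carrier and 100% = background rate without enzyme reaction; no value below 0 was filed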
LYP inhibition – LYP phosphatase inhibitors, primary screen, biochemical, DiFMUP fluorescence, recombinant catalytic domain, 10 µM (AID 606) | 52,000 tested, under 10 active | Tyrosine-protein phosphatase non-receptor type 22 (Homo sapiens) | one-dose inhibition, % at 10 µM; IC50 in µM for titrated hits | recombinant LYP catalytic domain, DiFMUP fluorescence; higher % means a stronger effect;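 active means IC50 under 40 µM in the dose-response test; inactive means IC50 of 40 µM or more, or never dose-tested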
Spn PMK inh pilot replicates – further read-out of Spn PMK inh, marked with its call; inhibition, %; measured here: pilot screen replicates
Spn MK inh pilot replicates – also measured in Spn MK inh; calls as there; inhibition, %; measured here: pilot screen replicates
Spn DPM-DC inh pilot screen % – also measured in Spn DPM-DC inh; calls as there; inhibition, %; measured here: pilot screen trials
Active calls of the source: *; i = inactive; x = not tested or not shown. Unless noted, no stated cut-off is given here; in the data, active means cytotoxicity above about 50%; inactive means the rest.

SMILES	HPDE-C7 cytotoxicity	HT1080 cytotoxicity	TNAP inhibition	Bfl-1 inhibitors	HPDE-C7K KRASV12	Spn MK inh	Spn DPM-DC inh	Spn PMK inh	LYP inhibition	others
Cc1ccc(CN(C)CCc2ccccn2)cc1	8.9%	0.5%	7.2%	-4.0%	10.4%	56.0*	i	3.0	-3.2%
O=C(Nc1ccc(F)cc1F)N1CCCCC1c1cccnc1 (stereo not drawn)	-31.7%	-3.3%	14.3%	-3.4%	-37.9%	9.0	i	3.0	-15.2%
CCOCCCNC(=O)c1[nH]c(C)c(C(C)=O)c1C	-5.6%	4.8%	9.5%	-15.5%	-14.4%	7.0	i	2.0	x
COc1ccc(-c2c(C)n([O-])c3c([n+]2=O)CCC3)cc1OC	-3.0%	-0.5%	3.0%	-4.3%	3.2%	6.0	i	5.0	2.1%
COc1ccc(-c2nc(C#N)c(NCC3CCCO3)o2)cc1OC (stereo not drawn)	4.4%	-22.1%	4.0%	-1.5%	14.8%	8.0	x	0.0	0.9%
C=CCc1cc(C(=O)N2CCCCC2)ccc1O	-11.1%	6.4%	7.2%	0.4%	8.8%	8.0	i	5.0	x	Spn PMK inh pilot replicates=2.0;Spn MK inh pilot replicates=0.0;Spn DPM-DC inh pilot screen %=2.0
CCOC(=O)N1CCN(C(=O)c2sc3nc(-c4ccc(F)cc4)cn3c2C)CC1	-15.4%	3.0%	2.9%	0.0%	-6.2%	1.0	i	14.0	14.6%
CCC(NC(=O)Nc1nccs1)(C(F)(F)F)C(F)(F)F	-7.0%	5.7%	3.6%	2.5%	-11.8%	3.0	i	0.0	-7.7%
COC(=O)C1C(=O)C2=C(CC1C)NC(C)=C(C(=O)OCc1ccc(OC)cc1)C2c1ccc(C)o1 (stereo not drawn)	1.9%	0.2%	13.7%	3.1%	13.0%	2.0	i	9.0	-1.7%
O=C(CSc1nnc(-c2ccccc2Br)o1)N1CCc2ccccc2C1	2.1%	0.5%	10.8%	-9.3%	8.2%	0.0	i	15.0	9.8%
Cc1ccc(NC(=O)Cn2cccc2)c(Br)c1	-8.5%	-1.5%	6.1%	-3.0%	-5.4%	1.0	i	5.0	0.2%
CCOC(=O)C1CCN(c2c(NC3CCCCCCC3)c(=O)c2=O)CC1	-6.5%	-6.5%	17.3%	1.7%	2.0%	14.0	i	0.0	-1.1%	Spn PMK inh pilot replicates=3.5;Spn MK inh pilot replicates=1.0;Spn DPM-DC inh pilot screen %=15.0
COc1ccccc1CNC(=O)CCn1c(=O)oc2ccccc21	-13.1%	-1.2%	7.6%	-0.4%	-0.9%	11.0	i	11.0	-8.7%
CCc1nc2c(sc3nc(N4CCOCC4)c4c(c32)CC(C)(C)OC4)c(=O)o1	1.8%	22.4%	8.3%	2.1%	8.5%	0.0	i	7.0	-3.9%
COCCCN1C(=O)c2[nH]nc(-c3ccccc3O)c2C1c1ccc(Cl)cc1 (stereo not drawn)	67.3%*	-1.0%	-20.5%	11.4%	62.9%*	4.0	i	7.0	5.3%
Cc1ccccc1-n1nc(C)c2cc(C(=O)N3CCN(S(=O)(=O)c4ccccc4)CC3)sc21	-12.1%	-1.2%	13.6%	-1.4%	-3.2%	1.0	i	5.0	-2.5%
COc1ccc(OC)c(C2CC(=O)C3=C(C2)NC(=O)CC3c2ccc(O)c(OC)c2)c1 (stereo not drawn)	-5.8%	11.5%	6.5%	-10.4%	11.5%	1.0	i	18.0	-22.1%
Cn1c(=O)c2c(nc(Oc3ccc4c(c3)OCO4)n2Cc2ccc(F)cc2)n(C)c1=O	2.2%	-2.4%	9.9%	-0.3%	-5.9%	2.0	i	7.0	14.9%	Spn PMK inh pilot replicates=0.0;Spn MK inh pilot replicates=0.0;Spn DPM-DC inh pilot screen %=0.0
CN(C)C(=O)C1(c2ccccc2)CCN(S(=O)(=O)c2ccccc2)CC1	-20.5%	-1.6%	3.0%	-0.9%	-27.7%	7.0	i	1.0	8.2%
Cc1cccc(N(Cc2ccccc2F)S(C)(=O)=O)c1	-4.9%	0.7%	12.8%	-11.7%	2.1%	8.0	i	0.0	1.8%
COC(=O)C(CC(C)C)NC(=O)c1ccc(F)cc1 (stereo not drawn)	0.3%	-0.9%	1.6%	-1.3%	-8.7%	4.0	i	24.0	-4.8%
CCCCNC(=O)NS(=O)(=O)c1ccc(C(=O)OC)o1	-11.8%	-4.1%	5.2%	-0.7%	-9.6%	0.0	i	3.0	21.4%
CN(C)S(=O)(=O)Nc1ccc2c(c1)Cc1ccccc1-2	1.9%	2.2%	12.3%	-8.0%	2.2%	3.0	i	1.0	1.0%
O=C(NCCc1ccccc1)c1cnn2c(C(F)F)cc(C3CC3)nc12	2.6%	-1.8%	10.2%	-11.8%	6.9%	8.0	i	8.0	3.0%
COc1cc(Cl)c(C)cc1NC(=O)COc1cc(C)nc(C(C)C)n1	-7.3%	-0.8%	13.2%	-3.1%	-8.9%	8.0	i	18.0	x
Next entries
SMILES	HPDE-C7 cytotoxicity	HT1080 cytotoxicity	TNAP inhibition	Bfl-1 inhibitors	HPDE-C7K KRASV12	Spn MK inh	Spn DPM-DC inh	Spn PMK inh	LYP inhibition	others
COc1cc(NC(=O)c2cc3nc(C)cc(C)n3n2)c(OC)cc1Cl	9.9%	10.2%	10.2%	-4.8%	15.6%	10.0	i	5.0	-16.2%
Cc1ccc(C(C)C)c(OCc2ccc(-c3nnco3)cc2)c1	-8.8%	0.3%	3.6%	-10.7%	-9.4%	8.0	i	8.0	2.5%
Cc1ccc(NC(=O)Nc2ccc(F)cc2)nc1	-3.9%	-0.8%	14.3%	0.1%	-2.1%	7.0	i	7.0	4.2%
O=C(O)CSCCc1ccccn1	-6.1%	8.2%	8.8%	-1.0%	-5.3%	6.0	i	11.0	x
CC(c1cccnc1)N(C(=O)Nc1ccccc1)C1CCCCC1 (stereo not drawn)	-0.5%	-6.0%	7.8%	0.3%	2.9%	6.0	i	0.0	2.4%
COc1ccc2[nH]c(=O)c(C(c3nnnn3C3CCCC3)N(C)C3CCCCC3)cc2c1 (stereo not drawn)	2.5%	-10.6%	8.7%	2.8%	-9.3%	3.0	i	7.0	9.9%
CC(=NCCN1CCNCC1)C1=C(O)CC(C)(C)CC1=O	-7.2%	8.8%	6.2%	-2.6%	11.1%	0.0	i	0.0	11.1%
Cc1cc2c(c(=O)o1)C1(C(=O)N(C)c3ccccc31)C(C#N)=C(N)O2 (stereo not drawn)	-8.3%	-1.6%	8.3%	8.6%	-4.1%	8.0	i	0.0	9.6%
Cc1sc2nc(SCc3nnc(-c4cccs4)o3)n(C3CCCC3)c(=O)c2c1C	1.3%	-6.5%	7.9%	-9.7%	1.4%	0.0	i	2.0	0.6%
CC(C)Cc1cc(C(=O)O)n[nH]1	1.3%	3.1%	23.7%	-5.0%	9.9%	10.0	i	10.0	12.5%
CC(C)OC(=O)CSc1nnc(-c2ccc(O)cc2)n1Cc1ccccc1	2.6%	-7.0%	16.8%	-0.9%	9.2%	10.0	i	0.0	4.4%	Spn PMK inh pilot replicates=3.0;Spn MK inh pilot replicates=0.0;Spn DPM-DC inh pilot screen %=0.0
C=CCOc1ccc(C2N3CC4(C)CN2CC(CCC)(C3)C4=O)cc1 (stereo not drawn)	-13.1%	24.6%	6.3%	0.8%	-2.3%	0.0	i	11.0	8.7%
CCn1c(SCC(=O)c2ccc3c(c2)OCCO3)nnc1C(C)C	-2.1%	1.3%	0.6%	3.1%	-6.9%	12.0	i	12.0	7.2%
COc1ccc(OC)c2[nH]c(=O)c(CCNS(=O)(=O)c3ccccc3)cc12	-3.0%	9.3%	5.9%	-11.4%	9.5%	6.0	i	8.0	10.1%
COc1cccc(OCc2nc3c4cnn(-c5ccccc5)c4ncn3n2)c1	-8.0%	-0.3%	9.9%	1.7%	3.0%	14.0	i	16.0	-2.4%	Spn PMK inh pilot replicates=2.0;Spn MK inh pilot replicates=0.0;Spn DPM-DC inh pilot screen %=5.5
COc1ccc(-n2c(SC)nnc2-c2c[nH]c3ccccc23)cc1	0.8%	3.1%	8.2%	4.2%	-1.2%	8.0	i	5.0	15.2%
O=C(NCC1CCCO1)c1ccc(COCC(F)(F)C(F)F)cc1 (stereo not drawn)	-6.3%	-0.3%	6.0%	0.8%	-3.7%	3.0	i	0.0	2.3%
O=C(Nc1ccc2c(c1)OCCO2)C1CCCN1S(=O)(=O)c1cccc2cccnc12 (stereo not drawn)	1.5%	x	19.0%	-2.7%	1.7%	1.0	i	0.0	7.9%	Spn PMK inh pilot replicates=1.0;Spn MK inh pilot replicates=2.0;Spn DPM-DC inh pilot screen %=1.0
CC(=O)NC1(c2ccccc2)CCN(C(=O)N2CCOCC2)CC1	-8.2%	0.3%	2.9%	5.4%	1.0%	1.0	i	4.0	6.5%
CCN1C(=S)SC(=O)C1=C1C=C(C)N(Cc2ccco2)C(C)=C1	-5.3%	-1.5%	14.5%	-11.2%	-5.9%	5.0	i	0.0	5.1%
COC(=O)c1c(C)oc2ccc(OC(=O)c3cccs3)cc12	-5.1%	2.1%	6.7%	2.4%	-18.7%	11.0	i	5.0	9.2%
COc1ccc(-c2nc(CSCC(=O)N3CCN(C4CCCCC4)CC3)c(C)o2)cc1OC	-4.5%	-3.4%	6.9%	-3.1%	8.2%	5.0	i	7.0	1.3%
CC(C)(C)NC(=O)C(c1ccco1)N(C(=O)c1ccc(CN2CCOCC2)o1)c1ccccc1 (stereo not drawn)	-2.7%	-3.8%	3.8%	-2.6%	-4.3%	15.0	i	2.0	6.0%

By substructure, those above with an aryl thioether with sulfur outside any ring
SMILES	HPDE-C7 cytotoxicity	HT1080 cytotoxicity	TNAP inhibition	Bfl-1 inhibitors	HPDE-C7K KRASV12	Spn MK inh	Spn DPM-DC inh	Spn PMK inh	LYP inhibition	others
O=C(CSc1nnc(-c2ccccc2Br)o1)N1CCc2ccccc2C1	2.1%	0.5%	10.8%	-9.3%	8.2%	0.0	i	15.0	9.8%
Cc1sc2nc(SCc3nnc(-c4cccs4)o3)n(C3CCCC3)c(=O)c2c1C	1.3%	-6.5%	7.9%	-9.7%	1.4%	0.0	i	2.0	0.6%
CC(C)OC(=O)CSc1nnc(-c2ccc(O)cc2)n1Cc1ccccc1	2.6%	-7.0%	16.8%	-0.9%	9.2%	10.0	i	0.0	4.4%	Spn PMK inh pilot replicates=3.0;Spn MK inh pilot replicates=0.0;Spn DPM-DC inh pilot screen %=0.0
CCn1c(SCC(=O)c2ccc3c(c2)OCCO3)nnc1C(C)C	-2.1%	1.3%	0.6%	3.1%	-6.9%	12.0	i	12.0	7.2%
COc1ccc(-n2c(SC)nnc2-c2c[nH]c3ccccc23)cc1	0.8%	3.1%	8.2%	4.2%	-1.2%	8.0	i	5.0	15.2%
